# Bioassay records from PubChem.
# TbPYK inhibitor: T. brucei pyruvate kinase inhibition. TbPYK enzyme, Kinase-Glo Plus ATP luminescence, 45 min. Q57TT1. Potency, µM (top dose mostly 76.8 µM), without a hit: at the highest dose activity, negative = inhibition, actives largely listed as inhibitors. 410,000 tested, 0.12% active; active means well fitted inhibition curve with a large enough effect; inconclusive means small, poorly fitted or top-dose-only effect; further: nearly all actives have a fitted effect of over 50% in size
#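 Screened from lowest to highest concentration, compounds were pinned into TbPYK/substrate mixtures, and ADP (130 uM final) was added. Plates sat at room temperature for 45 min prior to Kinase-Glo Plus detection by luminescence.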
# Starred values were filed as active, the others as inactive; u = inconclusive; [ ] = remark or other dose. On the % scale 0 is the no-effect control and ±100 the full control effect; potency means the concentration at half of the fitted maximal effect. This is a subset; count on the stated rates, not on these rows.
Compound	TbPYK inhibitor
CCOC(=O)c1c(C)[nH]c(C)c1S(=O)(=O)N1CCCC(C(=O)Nc2ccccc2OCC)C1 (stereo not drawn)	1%
CC1(C(=O)NS(=O)(=O)c2ccc(Cl)s2)CCN1C(=O)Cc1ccccc1Cl (stereo not drawn)	-8%
COc1cccc(-c2nnc(-c3ccccc3NC(=O)c3cccc(C(F)(F)F)c3)o2)c1	2%
Cc1ccc(-n2ncc(C(=O)NCc3ccc4c(c3)OCO4)c2C2CCN(C(=O)OC(C)(C)C)CC2)c(C)c1	2%
O=C(NCc1ccccc1)N1CCN(CCO)CC1	3%
CCOC(=O)C1(C)CCCN1C(=O)c1csnn1 (stereo not drawn)	3%
CCCCN(C)CCNC(=O)C1CCN(c2nc3ccc(CC)cc3s2)CC1	-4%
CCOC(=O)[C@@H](NC(=O)CC[C@H]1O[C@@H](n2ccc(=O)[nH]c2=O)[C@H](O)[C@@H]1O)C(C)C	3%
CCOC(=O)c1cc2c(c(CCO)n1)[C@@H](CCO)N(S(=O)C(C)(C)C)C2 (stereo partly drawn)	6%
COc1cccc(NC(=O)C2CCN(c3ccc(Sc4ccc(C)cc4)nn3)CC2)c1	3%
COc1ccc(CC(=O)Nc2cc(-c3cn4cccnc4n3)ccc2OC)cc1	1%
CC(C)c1ccc(NC(=O)c2ccc(F)c(S(=O)(=O)N3CCc4ccccc4C3)c2)cc1	-1%[15.4 µM]
COc1ccccc1NC(=O)C(=O)NCCc1csc(-c2cccc(F)c2)n1	3%
COc1cc(OC)cc(-c2nc3nc(C)c(CCC(=O)Nc4ccc(Cl)cc4)c(C)n3n2)c1	-1%
O=C1CC[C@H](C(=O)N2CCCCC2)N1	-3%
O=C(Nc1ccc(Br)cc1)c1cc(S(=O)(=O)NC2CCCC2)ccc1F	-2%
CC(C)CN1CCN(CCCOC(=O)Nc2cccc3ccccc23)CC1C (stereo not drawn)	3%
CCOc1ccc(S(=O)(=O)N2CCN(c3ccc(C)cc3C)CC2)c2ccccc12	-4%
CCC(Oc1ccc(F)cc1)C(=O)Nc1nc2c(s1)CCCC2 (stereo not drawn)	-1%
Cc1cccc(-n2nnnc2S(C)(=O)=O)c1	-8%
O=C(Nc1nc2n(n1)C(c1ccc(Cl)cc1)C=C(c1ccccc1)N2)c1ccco1 (stereo not drawn)	-10%
Cc1ccc(S(=O)(=O)/N=C2\C=C(NS(=O)(=O)c3ccc(C)cc3)C(=O)c3ccccc32)cc1	5%
COc1cccc(CNc2nc3cc(-c4ccc(C(=O)N5CCN(C)CC5)cc4)sc3c(=O)n2C)c1	4%
CN(C(=O)c1ccc(NC(=O)Cc2ccc(NC(=O)C3CCN(C(=O)C4CCC4)CC3)cc2)cc1)C1CCCC1	4%
COC(=O)c1ccc(Cl)cc1NC(=O)Nc1nnc(N(C)Cc2ccccc2)s1	-11%
Cc1nn2c(C)c(C(=O)NC(C)(C)C)cnc2c1-c1ccc(F)cc1	4%
O=C(CSc1nc(=O)n(Cc2ccco2)c2c1CCC2)NCc1ccccc1	-7%
COc1cc2nc(NCCc3cccc(C)c3)n3nc(-c4ccccc4)nc3c2cc1OC	1%
CC1(C(=O)NS(=O)(=O)C2CC2)CCN(C(=O)c2cc(F)cc(F)c2)C1 (stereo not drawn)	-1%
Cc1cccc(CS(=O)(=O)Cc2ccc(C(=O)NCc3ccc(Cl)cc3)o2)c1	-2%
COc1ccc(CC(=O)N2CCC(C)(C(=O)NS(=O)(=O)C3CC3)C2)cc1OC (stereo not drawn)	5%
Oc1c(C(c2ccccc2Cl)N2CCOCC2)sc2nc(-c3ccco3)nn12 (stereo not drawn)	-8%
C[C@H](CO)N1C[C@H](C)[C@H](CN(C)C(=O)Nc2ccc(-c3cccs3)cc2)OCc2cnnn2CCCC1=O	5%
COC(=O)c1ccc(NC(=O)CC2C(=O)N(c3cccc(OC)c3)C(=O)N2Cc2cccc(OC)c2)cc1 (stereo not drawn)	3%
CC(C)c1cccc(-c2csc(C(O)c3ccccc3)n2)c1 (stereo not drawn)	-1%
Cc1ccc(C(=O)OCC(=O)Nc2ccc(C)c(S(=O)(=O)N3CCCCC3)c2)o1	1%
Cc1cccc(C)c1-n1nnnc1C1(C)CCC(=O)N1Cc1cccs1 (stereo not drawn)	3%
O=C(Nc1cccc2c1CCCC2)c1cc(C2CCCCN2S(=O)(=O)c2cccs2)on1 (stereo not drawn)	3%
COc1ccc(OC)c(C(=O)c2ccc([N+](=O)[O-])cc2)c1	-7%
COc1ccc(NC(=O)C2(S(=O)(=O)c3ccc(C)cc3)CC2)c(OC)c1	-3%
CC(C)(C)OC(=O)N1CCC(N2CCN(Cc3ccccc3)C(=O)C2=O)CC1	4%
O=C(NCCO)OC1CC2CC1[C@H]1CCCCN1C2=O (stereo partly drawn)	-1%
CS(=O)(=O)N1CCC2(CCCN(Cc3ccccc3)C2)CC1	2%
O=C1CCC[C@@H]2Cc3nc4ccc(O)cc4cc3[C@@H]3CCN1[C@H]23	1%
N#C/C(=C/c1ccccc1Cl)c1nc(-c2cc3ccccc3oc2=O)cs1	3%
Cn1cccc1C(=O)N1CCC2(CC1)CCN(c1ccncc1)CC2	-4%
COc1ccccc1N1CCN(S(=O)(=O)c2ccc(-c3cc(C(F)(F)F)on3)s2)CC1	0%
CCOC(=O)C1=CCN(S(=O)(=O)c2ccccc2C)C1c1ccc(Br)cc1 (stereo not drawn)	-4%
CC(CNC(=O)c1ccc(Nc2nc3ccccc3n3nnnc23)cc1)c1ccccc1 (stereo not drawn)	3%
COc1ccc(N(Cc2cccs2)C(=O)c2ccccc2C)cc1	-5%
CCc1ccccc1NC(=O)c1cnn(-c2ccc(F)cc2)c1C1CCNCC1	7%
COc1ccc(OC)c(-c2cc(C(=O)NCCc3ccccc3)c3c(-c4ccc(C)cc4)[nH]nc3n2)c1	6%
O=C(CS(=O)(=O)c1cccc2nsnc12)NCc1ccc(Cl)cc1	-1%
CCOc1ccc(C(c2nnnn2Cc2ccccc2)N2CCN(C(=O)c3ccco3)CC2)cc1 (stereo not drawn)	-2%
CCCCNCCS(=O)(=O)NCc1ccccc1OC	0%
COc1cccc2c1Oc1ncccc1N(C(=O)CCC(=O)NC(C)C)C2	2%
O=C(CSc1nccn1Cc1ccco1)Nc1cc(C(F)(F)F)ccc1Cl	-7%
CC(=O)Nc1cc(-c2nc3cc(Cl)ccc3o2)ccc1C	-2%
CCc1ccc(-c2nn(CC(=O)NCc3ccccc3)c3c2cnc2ccc(C)cc23)cc1	0%
CC(=O)Nc1cccc(-c2ccnc3c2CC(C(=O)NCc2cccc(Cl)c2)O3)c1 (stereo not drawn)	3%

# Quoted from the listing:
# For TbPYK inhibitor, CCOC(=O)C1(C)CCCN1C(=O)c1csnn1 (stereo not drawn) shows 3%
# For TbPYK inhibitor, COc1ccc(CC(=O)N2CCC(C)(C(=O)NS(=O)(=O)C3CC3)C2)cc1OC (stereo not drawn) shows 5%
# For TbPYK inhibitor, CC(=O)Nc1cccc(-c2ccnc3c2CC(C(=O)NCc2cccc(Cl)c2)O3)c1 (stereo not drawn) shows 3%

# (more compounds)
Compound	TbPYK inhibitor
CCc1nn(CC(=O)NCCCN(CC(C)C)CC(C)C)c(=O)c2cc3sc(C)cc3n12	1%
O=C(Cn1nc2c(cc1=O)CCCC2)NCc1ccc(Cl)cc1	0%
O=C(CCn1nc(-c2ccccc2)c2ccccc2c1=O)Nc1ccccc1	11%
COc1ccccc1N1CCN(C(=O)C2CCN(S(=O)(=O)c3cccs3)CC2)CC1	4%
O=C1NCCN(CC2CCN(CCc3ccc(Cl)c(Cl)c3)CC2)C1=O	3%
CC1CCc2nc3ncn(Cc4ccccc4F)c(=O)c3cc2C1 (stereo not drawn)	2%
CC1(C)c2[nH]c3ccccc3c2C[C@H]2C(=O)N(Cc3cccc(F)c3)C(=O)N21	-2%
Cc1cc(OCc2cc(C(=O)NC(C)c3cnn(C)c3)no2)cc(C)c1Cl (stereo not drawn)	-5%
CCOc1ccc(S(=O)(=O)NCC(c2ccc(N(C)C)cc2)N2CCc3ccccc32)cc1 (stereo not drawn)	-10%
O=C(O)Cc1sc(Nc2ccccc2Cl)nc1-c1ccccc1	-10%
COc1ccc(-c2noc(CSCC(=O)Nc3cccc(C(F)(F)F)c3)n2)cc1OC	0%
O=C(Nc1ccc2c(c1)CN(C(=O)Nc1ccc(F)cc1)CC2)c1ccccn1	0%
COC(=O)[C@]12CCCCC=C1N(Cc1ccc(Cl)cc1Cl)C(=O)[C@H](CC(=O)NCc1cccc(C(F)(F)F)c1)C2	-2%
O=C(NCc1ccc(F)cc1)c1cnc(N2CCOCC2)c2ccccc12	-13%
Nc1ncnc2c1ncn2[C@@H]1O[C@H](C(=O)NCc2ccc(OC(F)(F)F)cc2)[C@@H](O)[C@H]1O	2%
COc1ccc(NC(=O)Cn2nnc3sc4c(c3c2=O)CCCC4)cc1	6%
C#CCN(C[C@@H]1[C@@H](OC(=O)NC2CC2)[C@@H](OC(=O)NC2CC2)Cn2c(=O)n(CCCCCC)c(=O)n21)S(=O)(=O)c1ccc(C)cc1	-1%
CCCSc1nc(N)nc2c1ncn2C1OC(CO)C(O)C1O (stereo not drawn)	-5%
CCC1(CC)C(=O)Nc2ccccc21	4%
COc1ccc(NC2CCCN(C(=O)C3=NNC(=O)CC3)C2)cc1 (stereo not drawn)	-1%

# Filtered by structure: the entries above with bromine
Compound	TbPYK inhibitor
O=C(Nc1ccc(Br)cc1)c1cc(S(=O)(=O)NC2CCCC2)ccc1F	-2%
CCOC(=O)C1=CCN(S(=O)(=O)c2ccccc2C)C1c1ccc(Br)cc1 (stereo not drawn)	-4%

# The listing picks up, starting 4 compounds before the break.
Compound	TbPYK inhibitor
C#CCN(C[C@@H]1[C@@H](OC(=O)NC2CC2)[C@@H](OC(=O)NC2CC2)Cn2c(=O)n(CCCCCC)c(=O)n21)S(=O)(=O)c1ccc(C)cc1	-1%
CCCSc1nc(N)nc2c1ncn2C1OC(CO)C(O)C1O (stereo not drawn)	-5%
CCC1(CC)C(=O)Nc2ccccc21	4%
COc1ccc(NC2CCCN(C(=O)C3=NNC(=O)CC3)C2)cc1 (stereo not drawn)	-1%
COC(=O)[C@]12CCCCC=C1N(Cc1ccccc1)C(=O)[C@H](CC(=O)N1CCOCC1)C2	5%
Clc1ccc2c(c1)C1CC2CCN1Cc1ccccc1 (stereo not drawn)	-8%
CCOC(=O)C1=C(C)N(C)C(=O)NC1c1cccc([N+](=O)[O-])c1 (stereo not drawn)	6%
C[C@@H]1CN([C@H](C)CO)S(=O)(=O)c2ccc(C#Cc3ccccc3)cc2O[C@@H]1CN(C)C(=O)CN(C)C	-2%
CC(C)CC(C(=O)OCC(=O)N1CCN(c2ccccc2)CC1)N1C(=O)c2ccccc2C1=O (stereo not drawn)	-8%
COCC1CCN(C(=O)c2cc(COc3ccc(OC)cc3Cl)on2)C1 (stereo not drawn)	-1%
Cc1ccc(C)c(N2CCN(C(=O)c3cccn4c(=O)c5ccccc5nc34)CC2)c1	4%
COc1c(Cl)cc(C(=O)O)cc1Cl	4%
Cc1ccc([C@H]2N[C@]3(CCCN(Cc4ccc(F)cc4)C3=O)[C@H]3C(=O)N(Cc4ccccc4)C(=O)[C@@H]23)cc1	5%
COc1ccccc1CNC(=O)CCn1c(=O)c2cccn2c2cccnc21	6%
CCC(=NNc1ccc([N+](=O)[O-])cc1[N+](=O)[O-])c1ccccc1	0%
Cc1ccc(CN2C(=O)CN(C3CCC(C)CC3)C(=O)C2c2ccc(F)cc2)cc1 (stereo not drawn)	-5%
COc1nc(-c2ccccc2)nc(-c2ccccc2)c1C	4%
Cc1c(NS(=O)(=O)c2ccc(C(=O)N(C)Cc3cccc(Cl)c3Cl)cc2)c(=O)n(-c2ccccc2)n1C	1%
CC1(C)CC(=O)C=C(c2ccc3c(c2)OCO3)C1	0%
CCc1ccc(C2c3c(oc4cc(C)c(C)cc4c3=O)C(=O)N2c2nc(C)c(C(=O)OC)s2)cc1 (stereo not drawn)	1%
Cc1cn2c(=O)cc(COC(=O)COc3ccc(C)c(C)c3)nc2s1	0%
COC(=O)CN1C(=O)CSc2ccc(S(=O)(=O)Nc3cccc(C)c3)cc21	6%
Nc1c(NC/C=C\COc2cc(CN3CCCCC3)ccn2)c(=O)c1=O	5%
NC(=O)C1CCN(C(=O)c2ccc(Cl)c(S(=O)(=O)N3CCc4ccccc43)c2)CC1	1%
O=C(N/N=C/c1ccccc1)c1cccc2ccccc12	-8%
Cc1nc2ccc(C(=O)N(C)Cc3ccccc3)cn2c1N(C)C(=O)CCc1ccccc1	2%
CCc1ccc(-n2nc(C)c3c(C)cc(=O)n(Cc4nc(-c5ccccc5)oc4C)c32)cc1	1%
Cc1ccc(NC2=CC(c3ccccc3F)N(c3ccc(C)cc3)C2=O)cc1 (stereo not drawn)	-1%
CCOC(=O)C1(C)CCN1C(=O)c1ccc(OC)c(OC)c1 (stereo not drawn)	-4%
COc1ccc(NC(=O)c2ccc(NC(=O)CN3CCN(c4ccc(O)cc4)CC3)cc2)cc1	u
Cc1cc(C)c(/C=C/c2onc(C)c2S(=O)(=O)N2CCC(C(=O)NCc3ccccc3Cl)CC2)c(C)c1	-9%
CC1(Oc2ccc(F)cc2)CCN(Cc2ccccc2OC(F)F)C1 (stereo not drawn)	0%
CN(c1ccc(Cl)cc1)c1cc2c(c3c1ccn3C)C1CCC2C1 (stereo not drawn)	-1%
Cc1c(NS(=O)(=O)c2ccc(Cl)cc2)c(=O)n(-c2ccccc2)n1C	-1%
